# MITF inh: inhibitors of human MITF; inhibition, % at 2.6 µM; AlphaScreen MITF homodimerization, bead proximity signal; actives 0.91% (n = 650,000); AID 1259374; in the data active means inhibition above about 50%;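 further: 0% = vehicle wells with protein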
# Target sequence (O75030 whole entry, looked up): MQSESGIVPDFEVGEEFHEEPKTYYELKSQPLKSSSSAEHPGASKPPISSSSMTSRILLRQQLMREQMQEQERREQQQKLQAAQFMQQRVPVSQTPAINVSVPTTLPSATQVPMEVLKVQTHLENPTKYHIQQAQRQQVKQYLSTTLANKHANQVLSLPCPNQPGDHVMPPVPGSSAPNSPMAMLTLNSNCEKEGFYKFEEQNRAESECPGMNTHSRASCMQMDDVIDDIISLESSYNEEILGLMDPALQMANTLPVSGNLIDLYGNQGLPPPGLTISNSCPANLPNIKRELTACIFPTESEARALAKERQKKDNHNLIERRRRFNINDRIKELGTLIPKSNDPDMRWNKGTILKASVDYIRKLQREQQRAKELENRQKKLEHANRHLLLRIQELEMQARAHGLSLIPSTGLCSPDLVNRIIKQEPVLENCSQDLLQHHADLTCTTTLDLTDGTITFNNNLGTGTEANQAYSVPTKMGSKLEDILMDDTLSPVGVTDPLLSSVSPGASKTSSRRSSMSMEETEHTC
# TEAD-YAP block: TEAD-YAP interaction inhibition | HEK-TIYL cells, TEAD-Gal4/YAP UAS-luciferase luminescence | AID 1259422 | inhibition, % at 9.12 µM | actives 1.4% (n = 640,000); in the data active means inhibition above about 32%;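 further: 0% = median of test compound wells and 100% = reference inhibitor wells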
# GPR151 activ: activators of human GPR151 | Q8TDV0 | PathHunter beta-arrestin GPR151 cells, luminescence | activation, % at 11.2 µM | actives 1% (n = 650,000); in the data active means activation above about 4.9%;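 further: 0% = median of compound wells and 100% = cells with positive control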
# Target sequence (Q8TDV0 whole entry, looked up): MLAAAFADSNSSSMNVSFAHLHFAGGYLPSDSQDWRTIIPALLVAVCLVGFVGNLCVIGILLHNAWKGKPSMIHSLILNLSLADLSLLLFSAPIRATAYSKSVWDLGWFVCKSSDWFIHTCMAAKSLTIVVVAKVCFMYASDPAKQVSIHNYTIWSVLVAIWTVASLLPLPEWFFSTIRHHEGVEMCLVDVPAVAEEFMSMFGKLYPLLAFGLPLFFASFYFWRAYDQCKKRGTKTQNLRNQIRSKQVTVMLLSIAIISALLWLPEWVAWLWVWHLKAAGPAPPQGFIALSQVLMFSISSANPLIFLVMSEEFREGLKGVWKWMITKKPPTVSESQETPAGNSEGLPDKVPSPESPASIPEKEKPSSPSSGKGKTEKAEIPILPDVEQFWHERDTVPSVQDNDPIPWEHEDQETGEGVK
# FBW7 act: human FBW7 E3 ligase activation, primary screen. Q969H0. AlphaScreen FBW7–phospho-cyclin E peptide binding, activator screen. normalized activity (activation), % at 26.1 µM. actives 0.13% (n = 650,000); in the data active means normalized activity above about 1.9%;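 further: purified mutant Fbw7 with reduced substrate affinity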
# * marks the source's active call; other numbers are inactive results; & = joins results of further samples.
SMILES,MITF inh,TEAD-YAP block,GPR151 activ,FBW7 act
Cc1cc(C)nc(NC(=O)c2cccc3ccccc23)c1,1,-10,-2.7,0.2
Cc1cc(=O)[nH]c(SCC(=O)N2CCc3ccccc3C2)n1,8,6,-1.4,0.1
Cc1ccc(C(C)C(=O)N2CCC(O)(c3ccccn3)CC2)cc1 (stereo unspecified),-3,-6,-0.3,0.0
Cc1ccc(-n2ncc3c(Nc4ccc(F)cc4F)ncnc32)c(C)c1,-5,-20,0.1,0.0
O=C(Cc1ccccc1F)Nc1nnc(-c2cccc([N+](=O)[O-])c2)o1,5,4,1.5,-0.8
Nc1cccc(-c2cc(C(=O)NCc3nc4ccccc4[nH]3)ccn2)c1,26,-6,-3.1,0.1
CC(C)c1nnc2n1CCN(Cc1ccc(Oc3ncccn3)cc1)CC2,4,11,0.8,-0.1
Cc1ccccc1NC(=O)C(=O)NCCc1ccccc1Cl,-10,-6,-1.2,0.1
CC(=O)NC(NC(=S)Nc1ccccc1C)C(Cl)(Cl)Cl (stereo unspecified),6,-4,1.9,0.2
CC(=O)c1ccc(N2CCN(c3c(-c4ccc(Cl)cc4)c(=O)c3=O)CC2)cc1,8,-3,1.5,0.1
COc1ccc(-c2nnc(Nc3ccc(F)cc3)c3ccccc23)cc1,-3,-20,-0.3,0.0
CCOC(=O)Cn1c(=O)c(-c2ccccc2N)nc2ccccc21,-14,0,0.1,0.2
CN1CCC(N(C(=O)CCc2ccc3c(c2)CCO3)C2CC2)CC1,2,1,-0.8,-0.3
COc1ccc(-c2oc3ccc(OC)cc3c2C(=O)Nc2ccccc2C)cc1,2,3,-0.9,0.9
CCSc1nc2ccc(NC(=O)CSc3nc4ccc(N)cc4s3)cc2s1,2,-13,0.6,-0.2
Nc1nc(N2CCN(Cc3ccc4c(c3)OCO4)CC2)nc2c1ncn2-c1ccsc1,5,10,-0.2,-0.2
O=C1NC(=O)c2cc(NC(=O)C34CC5CC(CC(C5)C3)C4)ccc21,-1,-3,-0.4,-0.1
O=S(=O)(NCCCCN1CCOC(c2ccccc2)C1)c1ccc2c(c1)CCCC2 (stereo unspecified),-6,-4,0.0,-0.2
O=C(O)c1ccc(S(=O)(=O)N2CCN(CCO)CC2)cc1,-4,5,3.3,0.0
CCOc1ccc(CCN2CN(CC)CNC2=S)cc1OCC,10,-5,-0.6,-0.1
c1ccc(-c2cnc(-c3cccc4ccccc34)o2)cc1,-5,-38,4.2,-0.1
COCCNC(=O)c1cc2c(=O)n3ccccc3nc2n(CCN2CCOCC2)c1=N,19,-8,3.4,-0.3
Cc1nc(N2CCN(c3ccccn3)CC2)c2c3c(sc2n1)CCC3,11,3,3.1,0.0
COc1ccccc1CN1C[C@@H]2C[C@@H](c3ccc(C#CCCO)cc3)N3CCC[C@@]23C1=O,-3,1,-1.8,-0.1
CCOc1ccc(-n2cc(C(=O)Nc3ccc(OC)c(OC)c3)c3cc(OC)c(OC)cc3c2=O)cc1,12,0,1.8,0.1
# (list continues)
SMILES,MITF inh,TEAD-YAP block,GPR151 activ,FBW7 act
COc1ccc(CN2CCOc3ccc(C(C)(O)CN(C)C)cc3C2)cc1C (stereo unspecified),3,4,-1.2&1.4,0.0
Nc1ccc2cn[nH]c2c1,-5,3,2.1,0.0
CCC(=O)N(Cc1ccccc1OC)Cc1cc2ccc(C)cc2n2nnnc12,-18,-3,0.6,0.0
COc1cc(-c2cnn3c(N[C@H](CO)C(C)C)ccnc23)cc(OC)c1OC,-14,-33,0.2,0.0
Cc1ccc(OCC(=O)NCc2cccs2)c([N+](=O)[O-])n1,21,-20,-2.1,0.0
COc1ccc(CNCc2cc3c(cc2[N+](=O)[O-])OCO3)cc1,5,-2,-0.8,-0.1
CC1CN(C(=O)c2cnc3scc(C(C)(C)C)n3c2=O)CC(C)O1 (stereo unspecified),4,2,-0.6,0.0
CN1CCN(C(=O)c2ccc(-c3ccc(Br)cc3)o2)CC1,-8,-65,0.5,0.0
COC(=O)c1cc(CNC(=O)Cn2nc(C)nc2C)cc(NC(=O)C2CCCCC2)c1,6,-7,-1.4,0.2
COc1ccc(C(=O)N2C3C=CC(C3)C2(C(F)(F)F)C(F)(F)F)cc1 (stereo unspecified),10,1,0.1,0.0
Cc1ccc(-n2c(C)c3c(C)nnc(C)c3c2C)cc1C,10,-4,0.1,0.0
O=C1c2cccc3cccc(c23)C(=O)N1CC1CCN(CC(O)COc2c(F)cc(Br)cc2F)CC1 (stereo unspecified),-1,-6,0.6,-0.2
O=C(CSc1nc2ccccc2s1)N1CCCc2ccccc21,9,7,-0.5,0.6
COc1ccccc1C1SCCN1C(=O)Nc1ccc(Cl)c(Cl)c1 (stereo unspecified),6,-3,0.5,0.3
O=C1C2C(c3ccc(Cl)cc3)OC3(C(=O)c4ccccc4C3=O)C2C(=O)N1c1cccc(C(F)(F)F)c1 (stereo unspecified),5,-4,1.7,-0.1
COc1ccc(C2C(C(=O)Nc3ccc(OC)c(OC)c3)c3ccccc3C(=O)N2c2ccc(OC)cc2)cc1 (stereo unspecified),0,-6,-2.3,-0.1
CC1(C)CC(=O)c2cc3c(N)c(C(=O)Nc4ccc(Br)cc4)sc3nc2C1,1,-6,3.3,0.1
Cn1c(=O)[nH]c2nnc(-c3cccs3)nc2c1=O,-12,-14,-6.9,-0.1
CCC(C(=O)OC)n1cnc2c(nnn2-c2ccc(OC)cc2)c1=O (stereo unspecified),8,9,0.5,-0.1
COc1ccc(Cl)cc1NC(=O)Cc1ccccc1[N+](=O)[O-],3,-3,2.4,0.0
C=CCOc1ccc(/C=C2/C(=O)ON=C2c2cccc([N+](=O)[O-])c2)cc1,48,0,-0.9,0.2
c1ccc2oc(NC3=NCN(CC4CCCO4)CN3)nc2c1 (stereo unspecified),-1,-68,-1.0,-0.1
Nc1nnc(SCC(=O)N2CCCCC2)n1CC(=O)N1CCCCC1,15,-2,0.0,1.8
COc1cccc(CC(CC(=O)O)C(=O)O)c1 (stereo unspecified),-8,-2,-1.2,-0.2
N#CC1=C(N)Oc2c(oc(CO)cc2=O)C1c1cc2c(cc1[N+](=O)[O-])OCO2 (stereo unspecified),8,12,0.2,0.2

# Among those listed so far, these have two or more sulfur atoms.
SMILES,MITF inh,TEAD-YAP block,GPR151 activ,FBW7 act
CCSc1nc2ccc(NC(=O)CSc3nc4ccc(N)cc4s3)cc2s1,2,-13,0.6,-0.2
O=C(CSc1nc2ccccc2s1)N1CCCc2ccccc21,9,7,-0.5,0.6

# Further compounds.
SMILES,MITF inh,TEAD-YAP block,GPR151 activ,FBW7 act
COc1ccc(Cl)cc1C(=O)Nc1cccc(F)c1,1,0,-0.5,0.0
CCOc1ccc(CCNC(=O)CCC(=O)N2CC(C)Oc3ccccc32)cc1OCC (stereo unspecified),2,5,0.9,0.3
Cc1ccc(C(=O)NCC(C)(C)N2CCOCC2)s1,-2,5,-0.4,0.0
COc1cc2[nH]c(=O)c3c(c2c(OC)c1OC)OC(N)=C(C#N)C3c1ccccc1 (stereo unspecified),9,1,0.4,0.1
COc1cc(C(=O)Nc2cc(C(=O)N3CCN(c4ccccc4)CC3)ccc2N2CC3CC(C2)c2cccc(=O)n2C3)cc(OC)c1OC (stereo unspecified),12,6,5.5*,0.0
O=C(CSc1ccc(Cl)cc1)Nc1ccccc1-c1nc2ccccc2[nH]1,-11,-1,1.3,-0.2
CCCCCN(CCCCC)c1nc2c([nH]1)c(=O)[nH]c(=O)n2C,-6,0,-0.6,-0.1
CCOc1ccccc1-n1c(=S)sc2c(=O)[nH]c(SCC(=O)N(CC)CC)nc21,2,2,0.3,-0.1
OC(c1ccccc1)(c1ccccc1)c1nc2ccccc2n1-c1ccccc1,-4,2,0.5,0.0
Cc1c(Cl)cccc1Nc1nc(O)c(C2=c3cc([N+](=O)[O-])ccc3=NC2=O)s1,2,5,2.5,0.0
COC(=O)C1=C(C)NC2=C(C(=O)c3ccccc32)C1c1ccccc1OC (stereo unspecified),3&24,-4&6,-0.6&0.3,-0.5&-0.5
N#C/C(=C\c1ccco1)c1nc(-c2ccc(Cl)cc2)cs1,11,-1,-0.6,0.0
CCC(=O)NC(c1nnc2n1CCN(C(=O)CC1=CCCCC1)CC2)C(C)C (stereo unspecified),6,-2,-1.1,0.1
CCCC(=O)N1CCCC(c2nc(-c3ccc(OC)cc3)no2)C1 (stereo unspecified),3,-37,-0.5,0.7
COc1cc(/C=C2\Sc3ccccc3C2=O)ccc1OCC(=O)O,5,8,-3.4,-0.3
Cc1cc(S(=O)(=O)N2CCNCC2)ccc1Br,3,5,0.0,0.1
COc1cc(NC(=O)c2cccc(-n3cc(NC(=O)Cc4ccc(F)c(F)c4)cn3)c2)ccc1N1CCOCC1,-12,16,0.1,0.0
CC1CCCC(NC(=O)C2N(CCN3CCOCC3)C(=O)C3C(C(=O)Nc4cc(Cl)cc(Cl)c4)C4C=CC32O4)C1C (stereo unspecified),-1,3,-1.2,-0.1
CC(=O)c1cccc(NC(=O)COc2ccc(C(C)(C)CC(C)(C)C)cc2)c1,-6,8,2.0,-0.1
Cc1ccc(-n2c(-c3ccccc3F)nc3c(cnn3-c3ccccc3)c2=O)cc1,5,3,-0.9,-0.1
Cn1cc([N+](=O)[O-])c(C(=O)N2CCN(c3cccc(C(F)(F)F)c3)CC2)n1,10,4,-0.5,0.1
Cc1ccc(NNC(=S)NC(=O)C2CC2)c(C)c1,8,6,-0.7,0.1
CC1CCN(C(=O)CC2(c3ccccc3)CC(=O)N(CCc3ccccn3)C2=O)CC1 (stereo unspecified),14,4,-1.0,0.8
COc1ccc(COC(=O)C2=C(C)NC(=O)NC2c2ccc(Cl)cc2Cl)cc1 (stereo unspecified),2,-6,-0.9,-0.1
O=C1OC(c2cc(F)c(F)cc2Cl)=N/C1=C\c1ccccc1,2,-52,-0.4,-0.1

# Reprinted from the part before: two entries, followed by the next part.
SMILES,MITF inh,TEAD-YAP block,GPR151 activ,FBW7 act
COc1ccc(COC(=O)C2=C(C)NC(=O)NC2c2ccc(Cl)cc2Cl)cc1 (stereo unspecified),2,-6,-0.9,-0.1
O=C1OC(c2cc(F)c(F)cc2Cl)=N/C1=C\c1ccccc1,2,-52,-0.4,-0.1
CC(=O)Nc1ccc(Nc2ccnc(Nc3cccc(N(C)C)c3)n2)cc1,2,18,0.1,-0.2
O=C(OCc1ccc(Br)cc1)c1ccc(N2CCCC2=O)cc1,3,4,7.3*,0.0
CCc1ccc(CN2CCOc3ccc(CN4CCN(c5ncccn5)CC4)cc3C2)o1,1,-10,3.9,-0.1
CCN(CC)CCNc1ncnc2c1sc1nc(C)c3c(c12)CC(C)(C)OC3,8,-22,-1.3,-0.1
NNC(=O)c1c(N)n[nH]c1-c1ccc(F)cc1,-9,-38,-0.5,0.1
COc1ccc(CNC(=O)C(=O)NCC(C)C)cc1,18,-9,0.5,0.1
CCN1C(=O)S/C(=C/c2cc(C)n(-c3ccc(O)cc3)c2C)C1=O,4,80*,-0.3,-0.5
CCOc1ccc(OCCN(C)Cc2ccccc2)cc1,21,-6,-0.6,0.3
CCCC1CCC(C(=O)Nn2c(C3CCCCC3)nc3ccccc3c2=O)CC1 (stereo unspecified),11,-1,-0.3,0.7
Cc1ccc2nc(C(F)(F)F)c(C(=O)NC3CCC3)n2c1,15,4,0.9,-0.1
OCCC1CN(Cc2c(F)ccc(F)c2F)CCN1Cc1ccccc1F (stereo unspecified),2,-2,-0.5,-0.1
CCOc1ccc(C(=O)NC(=S)Nc2ccc(Br)cn2)cc1[N+](=O)[O-],7,-1,-0.2,0.0
COc1ccc(C(=O)NCc2ccccc2)c(OC)c1,-16,-2,-0.3,-0.1
CC(=O)Nc1ccc(NC(=O)c2ccnc(Nc3nccc4ccccc34)c2)cc1,-5,-4,-0.6,0.1
COc1ccc(CNCc2ccncc2)cc1,15,11,3.1,-0.1
Cc1ccc(NC(=O)CN(C)C(=O)CSc2nnc(NC3CCCCC3)s2)cc1,-9,-3,-1.4,0.1
CCC(=O)N(C)C(Cc1ccc(F)cc1F)C1CCN(C(=O)c2cccnc2OC)CC1 (stereo unspecified),13,3,-1.0,0.8
CC(C)(C)c1ccc(C2(C)NC(=O)NC2=O)cc1 (stereo unspecified),-2,8,-0.3,0.0
COc1ccccc1-c1nnc2sc(COc3ccccc3C)nn12,-11,-7,0.3,0.1
COc1ccc(CCN2C(=O)CC(C(=O)Nc3ccc(C(=O)O)cc3)SC2=Nc2ccc(Cl)cc2)cc1OC (stereo unspecified),8,-13,-0.1,-0.2
COC(=O)C1C(=O)c2c([nH]c(C(=O)OCCSC)c2C)CC1C (stereo unspecified),-1,-32,3.9,-0.1
CSc1ccccc1NC(=O)c1ccc(CN2CCOCC2)cc1,8,-11,-0.6,-0.2
O=C(N/N=C/c1ccccc1F)c1ccc(O)cc1O,21,0,-0.8,0.8
CCN1CCc2c(sc(NC(=S)NC(=O)/C=C/c3ccco3)c2C(N)=O)C1,78*,-14,1.5,-0.5

# Arranged by formula weight (high to low): some entries from above.
SMILES,MITF inh,TEAD-YAP block,GPR151 activ,FBW7 act
COc1ccc(CCN2C(=O)CC(C(=O)Nc3ccc(C(=O)O)cc3)SC2=Nc2ccc(Cl)cc2)cc1OC (stereo unspecified),8,-13,-0.1,-0.2
CCc1ccc(CN2CCOc3ccc(CN4CCN(c5ncccn5)CC4)cc3C2)o1,1,-10,3.9,-0.1
CC(=O)Nc1ccc(NC(=O)c2ccnc(Nc3nccc4ccccc34)c2)cc1,-5,-4,-0.6,0.1
COc1ccccc1-c1nnc2sc(COc3ccccc3C)nn12,-11,-7,0.3,0.1
CCOc1ccc(OCCN(C)Cc2ccccc2)cc1,21,-6,-0.6,0.3
NNC(=O)c1c(N)n[nH]c1-c1ccc(F)cc1,-9,-38,-0.5,0.1

# Screens (PubChem BioAssay)
